NS5 inhibitors – Dengue-2 NS5 methyltransferase inhibitors, primary screen, biochemical, confirmation dose response (AID 588689) | Dengue-2 NS5 methyltransferase capping enzyme assay, biochemical; higher % means a stronger effect | one-dose inhibition, % at 25 µM; IC50 in µM for titrated hits | Genome polyprotein (Dengue virus type 2 (strain 16681-PDK53)) | 340,000 tested, 0.3% active; in the data active = a potency from the dose series
West Nile virus CPE – West Nile virus antiviral activity, cell-based, CPE readout (AID 1621) | West Nile virus-infected cells, CPE inhibition; higher % means a stronger effect | CPE inhibition, % at 10 µM, or IC50 in µM where a hit was titrated | 290,000 tested, 0.02% active; in the data active = a potency from the dose series; also: strong numbers were not always called active
* hit, by the source's call; nt = not tested or not shown; & = joins results of further samples. These rows are one share of the data; the hit share may differ from the screen's.

SMILES	NS5 inhibitors	West Nile virus CPE
COc1cc(N)c(Cl)cc1C(=O)N[C@H]1CCN(CCCOc2ccc(F)cc2)C[C@H]1OC	1.5%	nt
COC(=O)N/N=C/c1c[n+]([O-])c2ccccc2[n+]1[O-]	-9.7%	nt
O=[N+]([O-])c1cncn1CCN1CCOCC1	2.4%	nt
CN(C)C/C=C(\c1ccc(Br)cc1)c1cccnc1	-2.9%	nt
CCCCOc1cc(C(=O)OCCN(CC)CC)ccc1N	-8.1%&0.0%	nt
Nc1ncnc2c1c(-c1ccc(Oc3ccccc3)cc1)cn2C1CCCC1	-2.9%	nt
CCCOc1ccc(C(=O)OCCN(CC)CC)cc1N	-2.2%	nt
CCCCCCCCCCCCCCC[C@@H](O)[C@@H](N)CO	-3.7%	nt
CC(Cc1cccc(C(F)(F)F)c1)NCCOC(=O)c1ccccc1 (stereo not given)	42.5%&1.5%	nt
C[C@@H]1C[C@H]2[C@@H]3CCC4=CC(=O)C=C[C@]4(C)[C@@]3(Cl)[C@@H](O)C[C@]2(C)[C@@]1(OC(=O)c1ccco1)C(=O)CCl	-4.5%	nt
CC(C)(C)NCC(O)COc1cccc2c1CC(O)C(O)C2 (stereo not given)	-27.6%	nt
CCc1cccc(CC)c1NC(=O)CN(CC(=O)O)CC(=O)O	-3.7%	nt
C=C[C@H]1CN2CC[C@H]1C[C@H]2[C@H](O)c1ccnc2ccc(OC)cc12	-4.4%&5.9%	nt
Cc1cc(=O)oc2cc(O)ccc12	-8.4%	-0.5%

A different layout for three compounds above.
Order of results – NS5 inhibitors, West Nile virus CPE
COC(=O)N/N=C/c1c[n+]([O-])c2ccccc2[n+]1[O-]
 : -9.7%, nt
CC(Cc1cccc(C(F)(F)F)c1)NCCOC(=O)c1ccccc1 (stereo not given)
 : 42.5%&1.5%, nt
COc1cc(N)c(Cl)cc1C(=O)N[C@H]1CCN(CCCOc2ccc(F)cc2)C[C@H]1OC
 : 1.5%, nt

In the list so far, these have a halogen.
SMILES	NS5 inhibitors	West Nile virus CPE
COc1cc(N)c(Cl)cc1C(=O)N[C@H]1CCN(CCCOc2ccc(F)cc2)C[C@H]1OC	1.5%	nt
CN(C)C/C=C(\c1ccc(Br)cc1)c1cccnc1	-2.9%	nt
CC(Cc1cccc(C(F)(F)F)c1)NCCOC(=O)c1ccccc1 (stereo not given)	42.5%&1.5%	nt
C[C@@H]1C[C@H]2[C@@H]3CCC4=CC(=O)C=C[C@]4(C)[C@@]3(Cl)[C@@H](O)C[C@]2(C)[C@@]1(OC(=O)c1ccco1)C(=O)CCl	-4.5%	nt
